CIT2 TOR yeast: modulators of TOR pathway CIT2-GFP in S. cerevisiae; S. cerevisiae CIT2-GFP strain, flow cytometry, 3 h; 100 means same as DMSO wells; GFP response vs DMSO, % at 10 µM; actives 0.065% (n = 320,000);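 active means GFP response relative to DMSO above a set limit, near the screen mean plus 3 SD, cut at about 150% in these data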;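 further: ratio of well median GFP fluorescence to mean of DMSO wells on the plate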
Fam108B inh: Fam108B inhibition, counter-screen for RBBP9 inhibitors | actives 0.33% (n = 300,000) | AID 1947 | recombinant Fam108B, FP-Rh probe fluorescence polarization | inhibition, % at 9.51 µM;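 active means inhibition above the screen mean inhibition plus 3 SD, computed separately per campaign, cut at about 18% in these data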;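 further: inhibitors lower polarization as less probe binds the enzyme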
BCLXL inh: blocks human Bcl-xL binding to Bim BH3 peptide | Q07817 | actives 0.7% (n = 320,000) | inhibition, % at 10.9 µM | AID 2129 | GST-Bcl-xL / FITC-Bim BH3 peptide fluorescence polarization;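 active means inhibition above the mean of all tested compounds plus 3 SD, cutoff set per campaign, cut at about 30% in these data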;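 further: 0% = DMSO wells and 100% = unlabeled Bim-BH3 peptide competitor; inhibitors lower millipolarization by displacing the labeled peptide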
AGP1-GFP MLPCN: modulators of TOR pathway AGP1-GFP in S. cerevisiae | S. cerevisiae AGP1-GFP multiplex flow cytometry, 3 h; GFP as percent of DMSO wells | GFP response vs DMSO, % at 10 µM | actives 0.02% (n = 320,000);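 active means GFP response relative to DMSO above a set limit, near screen average plus 3 SD, cut at about 150% in these data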;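 further: median GFP channel fluorescence of the gated AGP1 strain per well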
GLD-1 RNA inh: GLD-1-TGE RNA interaction inhibition (C. elegans) | Q17339 | purified GLD-1 + fluorescein TGE RNA, fluorescence polarization | inhibition, % at 5.96 µM | actives 0.44% (n = 320,000) | AID 2280;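 active means percent inhibition above a per-plate cutoff, the plate mean of test compounds plus 3 SD, cut at about 30% in these data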;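 further: 0% = DMSO wells with GLD-1 and probe and 100% = wells lacking GLD-1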
VLA-4 inh: inhibition in a human VLA-4 binding assay. VLA-4 expressing cells, ligand binding flow cytometry. actives 0.2% (n = 330,000). P13612. inhibition, % (about 7 µM as worked out from the volumes in the protocol); in the data active means inhibition above about 50%
MEX-5 binding: C. elegans MEX-5 TCR-2 RNA binding activity. actives 0.38% (n = 300,000). MEX-5/FITC-TCR2 RNA binding, fluorescence polarization; hits give low values. activity score (negative = inhibition of binding), % at 10 µM;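 active means inhibition past about -25% in most replicates, and total fluorescence under double the plate's negative control median, limit read from the data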;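 further: 0% = DMSO and -100% = 5 µM competing unlabeled TCR2 RNA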
MCL1-BIM inh: MCL1-BIM-BH3 interaction inhibition (human) | GST-MCL1 / FITC-Bim-BH3 fluorescence polarization | inhibition, % at 10.9 µM | actives 0.68% (n = 320,000) | AID 2057;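 active means inhibition above the mean inhibition of all tested compounds plus 3 SD, set per campaign, cut at about 40% in these data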;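 further: 0% = DMSO wells and 100% = unlabeled Bim-BH3 peptide control; higher means more loss of mP so more displacement of Bim peptide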
Target sequence (Q07820 whole entry, looked up): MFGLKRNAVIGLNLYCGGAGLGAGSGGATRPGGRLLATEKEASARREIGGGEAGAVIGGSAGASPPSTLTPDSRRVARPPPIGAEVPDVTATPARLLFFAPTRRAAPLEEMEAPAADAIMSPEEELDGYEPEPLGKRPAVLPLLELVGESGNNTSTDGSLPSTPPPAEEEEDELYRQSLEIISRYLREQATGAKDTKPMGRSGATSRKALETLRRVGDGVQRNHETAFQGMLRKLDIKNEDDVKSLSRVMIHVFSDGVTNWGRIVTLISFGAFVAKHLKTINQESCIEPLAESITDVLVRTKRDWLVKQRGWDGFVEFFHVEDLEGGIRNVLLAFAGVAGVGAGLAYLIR
GRK2 inh: inhibitors of human GRK2 displacing RNA aptamer; P25098; bead flow cytometry, FAM-aptamer displacement from GRK2; inhibition of aptamer binding, % at 10 µM; actives 0.59% (n = 330,000);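 active means inhibition of aptamer binding above 40%, roughly 3 SD of noise, on plates passing a quality check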;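 further: median bead fluorescence of bound FAM aptamer so fluorescent compounds give negative values; no value below 0 was filed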
Target sequence (P25098 whole entry, looked up): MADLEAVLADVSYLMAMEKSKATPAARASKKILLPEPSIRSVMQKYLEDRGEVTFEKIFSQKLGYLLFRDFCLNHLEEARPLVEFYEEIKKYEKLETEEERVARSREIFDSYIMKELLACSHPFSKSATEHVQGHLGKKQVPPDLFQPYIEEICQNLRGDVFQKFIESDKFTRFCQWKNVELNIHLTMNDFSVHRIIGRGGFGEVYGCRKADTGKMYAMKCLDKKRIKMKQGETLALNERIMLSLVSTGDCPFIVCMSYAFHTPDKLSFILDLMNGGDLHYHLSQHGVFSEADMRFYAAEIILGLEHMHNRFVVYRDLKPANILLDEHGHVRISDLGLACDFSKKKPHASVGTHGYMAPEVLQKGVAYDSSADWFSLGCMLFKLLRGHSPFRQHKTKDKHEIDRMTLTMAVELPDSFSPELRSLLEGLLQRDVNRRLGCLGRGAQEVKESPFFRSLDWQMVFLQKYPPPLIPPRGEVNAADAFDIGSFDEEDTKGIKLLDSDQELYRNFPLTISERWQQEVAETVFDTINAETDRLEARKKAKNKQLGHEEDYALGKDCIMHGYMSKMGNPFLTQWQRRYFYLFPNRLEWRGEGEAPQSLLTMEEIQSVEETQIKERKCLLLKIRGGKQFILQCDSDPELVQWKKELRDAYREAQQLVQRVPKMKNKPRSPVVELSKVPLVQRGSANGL
Numbers without * were called inactive; x = not tested or not shown. An unsorted share of the library; any-hit rate near 2.2%.

Every second line gives: MEX-5 binding	MCL1-BIM inh	GLD-1 RNA inh	CIT2 TOR yeast	GRK2 inh	AGP1-GFP MLPCN	Fam108B inh	VLA-4 inh	BCLXL inh
> CCc1nnc(NC(=O)c2cc(-c3ccco3)nc3ccccc23)s1
 : -1.8	51*	6	105	0	96	7	-20	24
> COc1ccc2oc(=O)c(C(=O)N3CCN(c4ccccc4F)CC3)cc2c1
 : 2.5	-2	-1	103	0	101	2	-2	2
> Cc1cc(=O)oc2n[nH]c(-c3ccccc3)c12
 : 6.0	3	1	96	0	95	1	20	1
> Cc1ccc(CN2CCC(n3nccc3NC(=O)CCOc3ccccc3)CC2)cc1C
 : 1.4	3	1	98	0	99	2	106*	3
> CC(C)CCOC(=O)C1C(c2ccccc2)C(C(=O)O)C1c1ccccc1 (centres undefined)
 : -0.5	10	7	85	1	87	4	-4	-1
> Fc1ccc(/C=N/Nc2nc3ccccc3[nH]2)cc1F
 : 1.7	0	2	88	2	96	7	-2	-6
> COc1ccccc1C/C(N)=N/OC(=O)COc1ccccc1C
 : 2.4	-5	7	88	1	91	1	-4	0
> O=C(C[C@@H]1C/C=C\C[C@@H](Cc2ccc(F)cc2)C(=O)OC[C@@H]2CCCN2C1=O)NCCO
 : x	x	-1	94	2	106	x	24	x
> O=C(O)/C=C/c1cn(-c2ncc(C(F)(F)F)cc2Cl)c2ccccc12
 : 1.7	3	4	105	1	103	0	32	2
> Cc1cc(C(=O)OCC(=O)Nc2cc(S(=O)(=O)N(C)C)ccc2C)c(C)o1
 : 2.2	7	3	103	2	82	0	-2	4
> O=C(NC(=S)N1CCN(C/C=C/c2ccccc2)CC1)c1ccc(Cl)nc1
 : 0.2	5	4	101	0	108	1	3	9
> CCOC(=O)CNC(=O)c1ccc(SCC)cc1
 : 0.4	6	-3	81	2	81	1	-3	6
> CCOC(=O)N1CCN(C(=O)C(CC(C)C)NC(=O)C2CCCCC2)CC1 (centres undefined)
 : x	-1	2	104	4	101	-5	3	0
> CC(OC(=O)CSc1ccc([N+](=O)[O-])cc1)C(=O)NCc1ccco1 (centres undefined)
 : -1.9	0	3	92	2	101	-1	1	2
> COc1ccc(C(=O)OCc2csc(C)n2)c(O)c1
 : 2.4	5	-11	86	0	90	0	6	5
> O=C(C[n+]1cc(-c2ccc(F)cc2)n2c1CCC2)OCc1ccccc1
 : 1.7	7	9	98	0	100	-1	-12	0
> Cc1cc(N2CCN(c3ccc(C(F)(F)F)cc3[N+](=O)[O-])CC2)c2ccccc2n1
 : -1.0	-1	5	96	0	90	3	7	3
> CC(=O)c1ccc(N2C(=NC(=O)C3CCCO3)SC3CS(=O)(=O)CC32)cc1 (centres undefined)
 : 1.0	0	1	100	0	98	3	-10	-1
> Cc1cc(C)n(-c2nc3sc4c(c3c(=O)[nH]2)CCCC4)n1
 : -0.2	-6	0	105	3	103	4	-7	-8
> CCOC(=O)C1CCCN(C(=O)c2cc3c(OC)c(OC)c(OC)cc3[nH]2)C1 (centres undefined)
 : -0.7	0	-5	112	7	106	1	11	-4
> Cc1ccc(-c2csc(NC(=O)c3ccc(F)cc3)c2C(=O)O)cc1
 : -0.1	5	-2	93	0	94	2	-5	11
> CCc1ccccc1NC(=O)CN(C)C(=O)COc1ccc(C)nc1[N+](=O)[O-]
 : -0.3	5	-3	107	0	94	1	-3	8
> COC(=O)Cn1cnc2sc(C)c(S(=O)(=O)N3CCN(c4ccccc4OC)CC3)c2c1=O
 : 2.0	5	13	102	2	109	5	6	8
> COc1ccc(Cl)cc1C(=O)NNC(=O)CNC(=O)c1ccc(C)s1
 : x	x	9	98	0	97	x	14	x
> COc1ccc(CCN(Cc2cc3cccc(C)c3[nH]c2=O)C(=O)N2CCCC2)cc1OC
 : 1.9	6	-2	79	2	90	5	-7	0
> CCn1nc(C)c(CNC(=O)c2cc(COc3cncc(Cl)c3)on2)c1C
 : 3.4	6	1	98	6	98	-2	22	6
> COC(=O)[C@]1(Cc2ccccc2)N[C@H](CN(C)S(=O)(=O)c2ccc(F)cc2)[C@@H]2C(=O)N(C)C(=O)[C@@H]21
 : x	x	2	118	0	109	x	35	x
> COc1ccc(-c2cc(C(=O)NCC(c3ccco3)N(C)C)c3ccccc3n2)cc1OC (centres undefined)
 : -0.4	0	4	104	0	109	2	-7	4
> CCCCCc1nc(N)c(C#N)c(-c2ccco2)c1CCCC
 : -1.7	5	5	x	0	100	2	5	4
> COc1ccccc1-c1nnc(SCC(=O)Nc2ccc(Cl)cc2Cl)o1
 : 2.9	0	-7	90	1	97	-1	-18	-1
> CCNc1nc(N)nc(Oc2ccc(OCc3ccccc3)nn2)n1
 : 0.9	4	1	93	1	97	-1	5	3
> O=C(NN=C1C2CC3CC(C2)CC1C3)c1cccs1
 : 0.4	0	-4	98	0	97	0	-1	1
> CCOc1ccc(-c2nnn(CC(=O)N3CCCC3)n2)cc1OCC
 : -1.1	-1	3	80	2	96	-2	8	-3
> CC(=O)Nc1cccc(OCCCNC(=O)c2ccc(C(C)(C)C)cc2)c1
 : -1.5	0	3	106	1	99	-1	2	0
> C=C(C)CNC(=S)N/N=C(\C)c1ccc(Cl)s1
 : 1.4	10	-6	97	0	113	1	10	0
> CCOc1ccccc1NC(=O)C(NC(=O)C1CCC(C)CC1)C(C)C (centres undefined)
 : -1.9	1	2	110	4	113	-5	-28	4
> N#Cc1ccccc1-c1ccccc1C(=O)N1CCCCC1
 : -1.8	3	3	102	2	103	4	7	6
> CCOC(=O)NCc1ccc2c(c1)cc(C)n2C
 : -4.9	23	22	94	17	105	0	-11	24
> O=C1/C(=C/c2ccccn2)SC(=S)N1Cc1ccccc1
 : -1.2	6	-1	96	x	108	1	-7	3
> CCc1nnc(NC(=O)[C@@H](NC(=O)c2cccc(S(=O)(=O)N3CCOCC3)c2)C(C)C)s1
 : -2.5	-3	2	100	0	104	-3	7	-3
> Cc1cc(C)n(/N=C/c2cccc(O)c2)c(=O)c1C(N)=O
 : 0.4	16	4	112	2	99	-1	10	-3
> COc1ccc(OC)c(NS(=O)(=O)c2cccs2)c1
 : -0.6	8	1	93	6	85	2	0	2
> CCN1C(=O)c2cccc3c(S(=O)(=O)N(C(=O)c4cccnc4)c4ccc(OC)cc4)ccc1c23
 : 2.9	0	6	82	3	76	1	15	-2
> CN(C)c1ccc(C(c2nnnn2C(C)(C)C)N2CCN(C(=O)c3ccco3)CC2)cc1 (centres undefined)
 : 0.2	5	-3	100	5	98	0	1	13
> CC(=O)Nc1ccc(NC(=O)COc2ccc(S(=O)(=O)NC(C)c3ccccc3)cc2)cc1 (centres undefined)
 : -2.6	4	-2	86	2	93	-6	7	4
> C[C@@H]1CCC[C@]2(O[C@@H](CCO)C[C@@H](O)[C@@H]2O)O1
 : -3.5	-1	0	92	0	87	0	10	-1
> CN(c1ccc(C(=O)N2CCN(Cc3ccc4c(c3)OCO4)CC2)cc1)S(=O)(=O)c1ccccc1
 : 0.4	0	5	102	0	99	0	-5	8
> COc1ccc(C(=O)Nc2cc(S(=O)(=O)N3CCCCC3)ccc2OC)cc1
 : x	-1	5	92	1	92	x	0	6
> O=[N+]([O-])c1ccccc1-c1ccc(CN2CCN(c3ccccc3)CC2)o1
 : -0.7	10	3	101	0	102	-4	-7	9
> O=C(N/N=C/c1ccccc1)c1ccco1
 : 1.0	-4	2	102	0	108	4	8	3
> Cc1ccc(-n2ncc(C(=O)NCC3CCN(C4CCCC4)C3)c2C2CCN(C(=O)OC(C)(C)C)CC2)cc1C (centres undefined)
 : -4.0	-1	3	104	0	104	-2	6	1
> O=C(NCCc1ccccn1)c1nc(Cn2ccc([N+](=O)[O-])n2)no1
 : 0.0	3	-1	98	1	92	-1	9	3
> Cc1cc([N+](=O)[O-])ccc1N(C)C
 : -4.5	-6	1	104	0	101	-5	2	1
> O=C(NC1=NCCS1)c1cc(-c2cccc(Br)c2)nc2ccccc12
 : -0.2	14	6	96	0	88	-16	2	4
> O=C1C(Cc2ccccc2)Nc2ncnc(N3CCOCC3)c2N1Cc1ccc(Cl)cc1 (centres undefined)
 : 2.1	7	1	88	0	84	-4	-10	6
> Cc1csc(SC(C)C(=O)NCC2CCCCC2)n1 (centres undefined)
 : -0.5	4	7	96	0	97	-3	30	3
> O=C(CSc1n[nH]c(-c2cccnc2)n1)Nc1ccnc2ccccc12
 : 7.1	-1	6	104	3	101	-1	-2	7
> CCOC(=O)CSc1nnc(C2CCCCC2)n1C
 : 0.1	5	5	105	0	105	-2	2	6
> CN(C)c1ccc(NC(=O)CN2CCN(CC(=O)Nc3ccc(F)cc3)CC2)cc1
 : -3.5	0	-4	105	0	104	-1	17	3
> CCOC(=O)C1(Cc2ccc(Cl)cc2)CCN(CCCn2cccn2)CC1
 : -1.7	-4	0	98	0	96	3	7	3

Sorted by count of non-hydrogen atoms (falling): part of the list above
Every second line gives: MEX-5 binding	MCL1-BIM inh	GLD-1 RNA inh	CIT2 TOR yeast	GRK2 inh	AGP1-GFP MLPCN	Fam108B inh	VLA-4 inh	BCLXL inh
> O=C(NC(=S)N1CCN(C/C=C/c2ccccc2)CC1)c1ccc(Cl)nc1
 : 0.2	5	4	101	0	108	1	3	9
> CC(OC(=O)CSc1ccc([N+](=O)[O-])cc1)C(=O)NCc1ccco1 (centres undefined)
 : -1.9	0	3	92	2	101	-1	1	2
> CCOC(=O)NCc1ccc2c(c1)cc(C)n2C
 : -4.9	23	22	94	17	105	0	-11	24

Remaining list, next part:
Every second line gives: MEX-5 binding	MCL1-BIM inh	GLD-1 RNA inh	CIT2 TOR yeast	GRK2 inh	AGP1-GFP MLPCN	Fam108B inh	VLA-4 inh	BCLXL inh
> CC(=O)N1CC=C2C(C#N)=C(N)C(C#N)(C#N)C(C)C2C1 (centres undefined)
 : -3.3	23	11	x	1	102	4	-4	16
> OC1CCCN(Cc2c3ccccc3cc3ccccc23)C1 (centres undefined)
 : -3.7	3	4	90	0	94	9	2	8
> CC(C)C(=O)Nc1cccc(-c2cn3ccsc3n2)c1
 : -3.8	9	2	106	1	108	3	6	2
> CC1CCCCN1C(=O)CSc1nnc(-c2ccco2)n1C (centres undefined)
 : 1.7	-6	2	91	0	89	4	2	2
> CCOC(=O)c1c(NC(=O)C[n+]2ccc(Cc3ccccc3)cc2)sc(C)c1C
 : 1.4	-6	-2	90	0	x	2	6	-2
> O=C(c1ccc2ccccc2c1)c1c[nH]cc1-c1ccccc1
 : -0.5	2	1	97	0	99	-3	27	4
> COc1cnc(-c2ccccn2)nc1Sc1ccccc1Cl
 : 0.4	3	4	108	9	98	1	3	4
> Cc1ccc2c(c1)Sc1ccccc1CC2=O
 : -3.8	2	5	103	1	109	0	-4	-1
> CC(C)(C)c1ccc(C(=O)NNc2cc(Cl)cc(Cl)c2)cc1
 : -0.1	9	19	98	1	95	-3	0	10
> CCCOc1ccc(C(CC(=O)O)NC(=O)C23CC4CC(CC(C4)C2)C3)cc1 (centres undefined)
 : -1.8	-10	0	88	2	93	-5	-6	-2
> CC(C)(C)C1CCc2onc(C(=O)Nc3ccc(F)cc3F)c2C1 (centres undefined)
 : 1.0	9	5	104	1	100	-5	-7	1
> COC(=O)CN(c1ccc(C)c(Cl)c1)S(C)(=O)=O
 : -0.5	-1	1	102	0	109	2	14	4
> CC(C(=O)NCc1cccc(Cl)c1)N1C(=O)c2ccccc2C1=O (centres undefined)
 : -0.7	-5	-5	100	3	101	0	12	1
> COc1ccc(NC(=O)CCNS(=O)(=O)c2cccc3nonc23)c(OC)c1
 : 2.0	6	0	103	1	101	4	-7	2
> O=C(NCCN1CCN(c2cccc(Cl)c2)CC1)c1ccc(CSc2nc3ccncc3[nH]2)cc1
 : 1.0	-1	13	106	0	107	-3	14	-3
> O=C(O)c1cccc2c1C(=O)N(C1CCCCC1)C2
 : -1.8	3	-1	89	0	87	1	3	5

From PubChem BioAssay
